High-throughput results: PubChem BioAssay, National Center for Advancing Translational Sciences (NCATS)
Pf growth 48h – P. falciparum growth inhibition at 48 hours (one generation); P. falciparum luciferase growth in erythrocytes, 48 h; Potency, µM (doses to about 28.7 µM), without a hit: at the top dose activity change, negative = inhibition, hits mostly inhibitors; 310,000 tested, 5.9% active; note: potency is the fitted concentration of half-maximal effect; % is set by controls: 0 for no effect and ±100 for the full control effect
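First compound was added to culture medium, then infected red cells at 0.1% parasitemia and 2% hematocrit (final). After incubation at 37 C under 5% CO2, luciferase detection reagent was dispensed and light output recorded.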
Giardia FBPA inh – Giardia lamblia aldolase inhibition; A8B2U2; purified Giardia FBPA; Potency, µM (highest dose often 59.6 µM), without a hit: at the top dose activity, negative = inhibition, most hits filed as inhibitors; 290,000 tested, 0.71% active; AID 2451; note: potency is the fitted concentration of half-maximal effect; % is set by controls: 0 for no effect and ±100 for the full control effect; nearly all actives have a fitted effect of over 55% in size
Target sequence (A8B2U2 whole entry, looked up): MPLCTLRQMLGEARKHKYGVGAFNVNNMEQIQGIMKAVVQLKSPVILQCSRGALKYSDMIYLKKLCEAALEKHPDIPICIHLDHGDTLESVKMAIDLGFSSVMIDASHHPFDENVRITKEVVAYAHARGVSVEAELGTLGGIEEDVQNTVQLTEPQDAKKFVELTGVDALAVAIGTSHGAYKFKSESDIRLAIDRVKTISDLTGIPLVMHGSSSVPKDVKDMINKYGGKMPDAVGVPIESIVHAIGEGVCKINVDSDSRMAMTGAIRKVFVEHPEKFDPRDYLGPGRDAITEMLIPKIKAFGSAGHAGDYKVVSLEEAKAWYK
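Giardia FBPA (40 nM reagent) was preincubated 10 min at RT with compound (up to 57.5 uM final), then substrate plus GAPDH/TPI/NAD/arsenate coupling system with diaphorase/resazurin was added; resorufin fluorescence (525/598 nm) was read after 20 min.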
CHX counter – counter-screen for Shiga toxin inhibitors: cycloheximide protein synthesis inhibition. cell reporter, cycloheximide protein synthesis inhibition counterscreen. max response, %. 300,000 tested, 12% active. AID 2314; in the data active = max response mostly above about 13%, no sharp cut-off; inactive = mostly below about 14%; note: read at 38.3 µM for the half of the compounds with a filed dose; 0% is about no effect
Shiga toxin inh – Shiga toxin inhibition; 290,000 tested, 9.2% active; Vero cells, Shiga toxin protein synthesis inhibition reporter; AID 2315; inhibition, % at 38.7 µM; in the data active = inhibition mostly above about 28%, no sharp cut-off; inactive = mostly below about 43%; note: 0% is about no effect
Sm TGR block – inhibitors of Schistosoma mansoni thioredoxin glutathione reductase | purified TGR, DTNB reduction, TNB absorbance 405 nm | Q962Y6 | AID 485364 | Potency, µM (highest dose often 114 µM), without a hit: at the top dose activity change, negative = inhibition, usual class: inhibitors | 360,000 tested, 3% active; note: potency is the fitted concentration of half-maximal effect; % is set by controls: 0 for no effect and ±100 for the full control effect; nearly all actives have a fitted effect of over 60% in size
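First, TGR (20 nM dispensed) and NADPH were mixed with compound. Second, a 15 min room-temperature incubation followed. Third, further NADPH and then DTNB were added to start the reaction. Finally, TNB absorbance was monitored kinetically.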
Pf growth 96h – inhibits malaria parasite growth, 96 h | 320,000 tested, 6.9% active | AID 504834 | Potency, µM (doses to about 28.7 µM), inactives show at the top dose activity change, negative = inhibition, most hits filed as inhibitors | P. falciparum luciferase reporter growth, 96 h; note: potency is the fitted concentration of half-maximal effect; % is set by controls: 0 for no effect and ±100 for the full control effect
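Two-generation exposure (96 h) targets delayed-death phenotype. Reporter parasites carrying integrated firefly luciferase, in red cells at 2% hematocrit and 0.05% parasitemia final, kept at 37 C, 5% CO2; luminescence loss indicates inhibition.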
An asterisk follows results filed as active; ? = inconclusive; nt = no result given; & = joins results of further samples; ! = repeats disagree; [ ] = dose if it differs, or a comment. Unless noted, calls come from the whole dose curve; as a rule, active = well fitted curve in the direction sought with a large enough effect; inconclusive = small, poorly fitted or top-dose-only effect, or another doubt; inactive = no such curve, though single readings can be large; an effect the other way counts as inactive or inconclusive.

nr	structure	Shiga toxin inh	Pf growth 96h	Pf growth 48h	Giardia FBPA inh	CHX counter	Sm TGR block
1	CCOC(=O)c1[nH]c2cc3c(cc2c1NC(=O)CN1CCC(C)CC1)OCO3	16	nt	-12%	-8%	-1	0%
2	O=C(NCCc1ccccc1)C1=CCN(S(=O)(=O)c2ccccc2)CC1	35	23%	4%	nt	30*	-27%
3	COc1cc(O)c(C(CCN2CCCC2)c2cc(OC)c(OC)c(OC)c2)c(OC)c1 (configuration not stated)	-9&-3	2.9µM*	4.1µM*	-19%&-19%	-3&-2	?
4	c1ccc(CN2CCN(c3ncnc4nc[nH]c34)CC2)cc1	-3	10%	2%	-11%	-1	-7%
5	COc1ccc(CCNC(=S)Nc2cccc(C)c2C)cc1	-12	?	?	14%	2	4%
6	N#Cc1c(-c2ccco2)ccn(Cc2ccc(F)cc2)c1=O	1	?	?	0%	5	-9%
7	COc1ccc(NC(=O)c2cccnc2Nc2ccc(OC)cc2)cc1	42*	?	-20%	0%	5	10%
8	CCC(C)(C(=O)NC1CCCCC1)N(C(=O)c1cnccn1)c1c(C)n(C)n(-c2ccccc2)c1=O (configuration not stated)	-14	?	-11%	1%	-2	0%
9	Cc1cc(C)c2[nH]c(C(=O)N3CCC(n4nccc4NC(=O)C4CC4)CC3)c(C)c2c1	12	21%	-22%	nt	3	-8%
10	O=C(OCC(=O)N1CCCCCC1)c1ccccc1Br	nt	124%[activator]	342%[activator]	nt	nt	-19%
11	CCc1cc2c(N[C@@H](Cc3c[nH]c4ccccc34)C(=O)O)ncnc2s1	-2	-18%	12%	21%	5	-16%
12	Cc1n[nH]c(C)c1S(=O)(=O)N1CCN(C2CCCCC2)CC1	-20	?	8%	2%	-3	-6%
13	Cc1cc(=O)n2[nH]c(N)c(N=Nc3ccccc3F)c2n1	-3	-22%	-11%	-19%	0	2%
14	CC(C)(C)NC(=O)CSc1ncccc1-c1nc2ccccc2[nH]1	26*	?	-4%	-5%	26*	-28%
15	CSc1ncc(Cl)c(C(=O)Nc2c(C)cccc2C)n1	4	4.1µM*	2%	12%	-4	11%
16	CN(Cc1ccccc1)C(=O)c1nc2ccccn2c1CN1CCC(N2CCOCC2)CC1	9	10%	-6%	5%	-3	?
17	CCN(C(=O)CSc1nc2cc(Cl)ccc2c(=O)n1Cc1ccco1)C1CCS(=O)(=O)C1 (configuration not stated)	2	-28%	?	3%	1	-27%
18	COc1ccc(C2C=C(c3ccccc3)Nc3nc(NC(C)=O)nn32)cc1 (configuration not stated)	-7	nt	-14%	3%	-3	20µM*!
19	O=C(Cc1ccccc1)NCC(=O)N1CCN(c2ccccc2F)CC1	-2	1%	19%	nt	5	4%
20	CCOC(=O)c1c(C)[nH]c(C(=O)CN2C(=O)NC(C)(CC(C)C)C2=O)c1C (configuration not stated)	-18	-10%	-16%	1%	6	8%
21	COc1cc(C(=O)N(C)C2CCCN(Cc3ccccc3F)C2)cc(OC)c1OC (configuration not stated)	-8	?	-16%	10%	-4	1%
22	CCOc1cc(C(=O)N2CCOCC2)ccc1OCc1ccccc1	-41	-22%	-4%	3%	12	12%
23	COc1ccc(-n2cnnc2SCC(=O)Nc2cc(S(=O)(=O)N3CCCCC3)ccc2C)cc1	-3	?	-23%	?	-3	-8%
24	CC(=O)N1N=C2C3CCN(CC3)C2C1c1ccc(Br)cc1 (configuration not stated)	6	-6%	1%	4%	-1	-8%
25	COc1cccc(/C=N/n2c(-c3ccco3)nc3ccccc3c2=O)c1OC	-1	64%[activator]	45%[activator]	19%	6	-8%

Entries of single compounds as entered above.
Profile of c1ccc(CN2CCN(c3ncnc4nc[nH]c34)CC2)cc1 → Shiga toxin inh = -3; Pf growth 96h = 10%; Pf growth 48h = 2%; Giardia FBPA inh = -11%; CHX counter = -1; Sm TGR block = -7%
Profile of COc1ccc(NC(=O)c2cccnc2Nc2ccc(OC)cc2)cc1 → Shiga toxin inh = 42*; Pf growth 96h = ?; Pf growth 48h = -20%; Giardia FBPA inh = 0%; CHX counter = 5; Sm TGR block = 10%

New compounds follow
nr	structure	Shiga toxin inh	Pf growth 96h	Pf growth 48h	Giardia FBPA inh	CHX counter	Sm TGR block
26	CC(=O)NS(=O)(=O)c1ccc(NC(=O)c2ccc(Cl)cc2[N+](=O)[O-])cc1	-4	24%	3%	5%	-7	nt
27	C=CCN(C(=O)c1csnn1)C(C(=O)NCc1ccc(F)cc1)c1ccccc1F (configuration not stated)	15	?	7%	5%	-4	-2%
28	C=CCN(C(=O)CN1CCCCC1)c1nc(-c2ccccc2)cs1	55	20%	?	3%	13	-2%
29	CCCNC(=O)c1noc2c1CCc1ccccc1-2	64*	-22%	105%[activator]	-18%	42*	1%
30	O=[N+]([O-])c1ccc(N2CCN(CCOc3nonc3-c3ccccc3)CC2)c(Cl)c1	-3	?	10%	nt	15	0%
31	CC12CCC(c3c(CO)nn(-c4ccccc4)c31)C2(C)C (configuration not stated)	11	10µM*	?	11%	-1	4%
32	O=C(CN1CC=C(c2ccccc2)CC1)Nc1c(Cl)cccc1Cl	-11	-14%	2%	0%	2	0%
33	FC(F)Oc1ccc(NC(=S)NCc2cccnc2)cc1	-10	1%	?	1%	-2	?
34	CCOc1ccc(C(=O)Cc2cc(OC)c(OC)cc2[N+](=O)[O-])cc1	6	118%[activator]	13%	4%	13	17%
35	O=C(CSc1nnnn1Cc1ccccc1)c1ccc(F)cc1	48	45%[activator]	12%	-2%	12	3%
36	COc1ccccc1NS(=O)(=O)c1cccc(C(=O)NCC(C)(C)N2CCOCC2)c1	-11	9%	?	nt	-3	-1%
37	Fc1ccc(CNc2ccc(CNc3ncn[nH]3)cc2)cc1	26	2%[5.75 µM]	67%	0%	22*	0%
38	NC(=O)C1CCN(c2nc(C3CC3)nc3c2nnn3Cc2ccccc2Cl)CC1	-16	-8%[5.75 µM]	?	-5%	10	-8%
39	CCCCN(C(=O)COc1ccc(NC(C)=O)cc1)C1CCS(=O)(=O)C1 (configuration not stated)	24	4%	0%	-1%	-4	0%
40	CC1(C)CC(NC(=O)C2CCC(=O)N(C3CC3)C2)CC(C)(C)C1 (configuration not stated)	-2	8.3µM*	8%	7%	-1	1%
41	CC(=O)NC(c1ccco1)c1cc(Cl)c2ccc(N3CCCCC3)nc2c1O (configuration not stated)	nt	-23%	-26%	nt	nt	10µM*
42	O=C(OCC(=O)N(Cc1ccccc1)C1CCS(=O)(=O)C1)c1cc2c(s1)CCCC2 (configuration not stated)	-10	0%	-9%	-2%	-4	-3%
43	O=C(Nc1nnc(SCCN2CCOCC2)s1)C1CC(=O)N(c2ccc(F)cc2)C1 (configuration not stated)	-10	?	?	nt	-4	4%
44	CC12CCC3C(CC=C4CC(O)CCC43C)C1C/C(=C\N1CCCC1)C2=O (configuration not stated)	-5	13%	0%	1%	1	-19%
45	COc1ccc(C(=O)NNC(=S)NC(=O)c2ccccc2[N+](=O)[O-])cc1	11	?	?	?	2	-4%
46	Cc1[nH]c(C)c(S(=O)(=O)N2CCN(c3ccccc3F)CC2)c1C(=O)N1CCCC1	-7	6%	13%	3%	-5	-2%
47	CCOc1ccccc1N(C)S(=O)(=O)c1ccc2c(c1)CC(C)N2C(=O)C1CC1 (configuration not stated)	-2	?	?	6%	-1	4%
48	Cc1cc(NC(=O)Cn2c(=O)n(CCCCC(=O)NC3CCN(Cc4ccccc4)CC3)c(=O)c3ccccc32)n[nH]1	1	386%[activator]	-11%	2%	2	7%
49	O=C(COC(=O)c1cc2ccccc2oc1=O)c1cccc([N+](=O)[O-])c1	-6	32%	4%	7%	4	-7%
50	CCC1SC2=NC(C)=C(C(=O)OCC(C)C)C(/C=C/c3ccccc3OC)N2C1=O (configuration not stated)	1	12µM*	?	1%	15	12%
51	Cn1c2c(c(=O)n(C)c1=O)C(C(F)(F)F)(C(F)(F)F)N=C(CCC1CCCCC1)N2	20	12µM*	?	1%	-2	8%
52	O=S(=O)(NCCc1ccccn1)c1ccc(OC(F)(F)F)cc1	-9	23%	-5%	nt	9	1%
53	O=C(CN1C(=O)NC2(CCCCC2)C1=O)Nc1cccc2ncccc12	nt	-26%	1%	nt	nt	-7%
54	Cc1cc(NC(=O)c2ccc(F)cc2)n(CCOC(=O)c2ccc(F)cc2)n1	-1	26%	7%	1%	11	3%
55	Cc1cccc(CSc2nc3ccncc3n2CC(=O)Nc2ccc(C)c(C)c2)c1	29	3.7µM*	1%	6%	27*	0%
56	CCN(C(=O)COc1ccccc1C(=O)NCc1ccccc1)C1CCS(=O)(=O)C1 (configuration not stated)	nt	?	-29%	nt	nt	-7%
57	CCOC(=O)C1(Cc2ccc(Cl)cc2)CCN(C(=O)CCc2ccncc2)CC1	17	?	?	3%	1	14%
58	O=[N+]([O-])c1ccc2c(c1)C(c1ccccc1)=NCCN2	-6	0%	?	-3%	1	10%
59	CC1CC(C)(C)NC(=S)N1CCCC(=O)N1CCN(c2ccc(F)cc2)CC1 (configuration not stated)	-1	27%	?	-4%	-3	-1%
60	O=C(NCCN1CCOCC1)c1cnn2c(-c3ccccc3)cc(-c3ccccc3)nc12	-27	10µM*	?	2%	-3	0%
61	Cc1ccc(-c2cc(Cc3ccccn3)c(=O)[nH]n2)cc1	12	-20%	?	4%	6	9%
62	O=Nc1c(-c2ccccc2)[nH]n(-c2ccccc2)c1=O	nt	?	0%	-4%	-2	-15%
63	CCOc1cc(CNc2ccc(N3CCCCC3)cc2)cc(Br)c1OCC(=O)NC(C)(C)C	22	13µM*	?	-7%	14*	-17%
64	CCCOc1cccc(C2/C(=C(/O)c3ccc(OC)cc3)C(=O)C(=O)N2CCN(C)C)c1 (configuration not stated)	21	9%	-5%	3%	-1	-19%
65	COc1ccc(C(=O)NCC(=O)Nc2ccccc2)cc1OC	-15	nt	37%[activator]	8%	5	10%
66	COc1ccc(N(C2CSC2)S(=O)(=O)c2ccccc2)cc1	19	?	-13%	-1%	-2	0%
67	CCN(C(=O)COC(=O)[C@H](C)N=C1NS(=O)(=O)c2ccccc21)C1CCS(=O)(=O)C1 (some centres not stated)	nt	28%	-18%	nt	nt	-1%
68	COc1ccccc1NC(=O)c1sc2nc(C)c(C(=O)Nc3ccc(C)cc3C)c(-c3ccco3)c2c1N	14	nt	nt	nt	1	0%
69	Cc1ccc2c(c1)N(CCC(=O)NCc1ccc3c(c1)OCO3)C(=O)CO2	-5	3%	2%	5%	-2	-11%
70	O=[N+]([O-])c1cccc(-c2noc3c2-c2nc(Cc4cccc5ccccc45)sc2CC3)c1	nt	0%	?	nt	nt	7%

Limited to CHX counter, Pf growth 48h and Pf growth 96h, for 4 of the compounds above:
item | Molecule | CHX counter | Pf growth 48h | Pf growth 96h
64 | CCCOc1cccc(C2/C(=C(/O)c3ccc(OC)cc3)C(=O)C(=O)N2CCN(C)C)c1 (configuration not stated) | -1 | -5% | 9%
65 | COc1ccc(C(=O)NCC(=O)Nc2ccccc2)cc1OC | 5 | 37%[activator] | nt
66 | COc1ccc(N(C2CSC2)S(=O)(=O)c2ccccc2)cc1 | -2 | -13% | ?
67 | CCN(C(=O)COC(=O)[C@H](C)N=C1NS(=O)(=O)c2ccccc21)C1CCS(=O)(=O)C1 (some centres not stated) | nt | -18% | 28%
